# VIM-2 inhibitor: VIM-2 metallo-beta-lactamase inhibitors, primary screen, biochemical, epi-absorbance readout, Pseudomonas aeruginosa enzyme; inhibition, % at 5.6 µM; 290,000 tested, 0.89% active; purified VIM-2, nitrocefin hydrolysis, epi-absorbance fluorescence;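 active = inhibition above the mean of all tested compounds plus 3 SD, cutoff set per screening run, cut at about 7.5% in these data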;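 note: red hydrolysis product quenches plate fluorescence so inhibitors raise well fluorescence; 0% = enzyme with DMSO and 100% = DMSO without enzyme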
# PHOSPHO1 inh: PubChem AID 1565; Phosphoethanolamine/phosphocholine phosphatase (Homo sapiens), Q8TCT1; recombinant PHOSPHO1, absorbance phosphatase assay; inhibition, % at 13.3 µM; 290,000 tested, 1.1% active; in the data active = inhibition above about 60%
# Target sequence (Q8TCT1 whole entry, looked up): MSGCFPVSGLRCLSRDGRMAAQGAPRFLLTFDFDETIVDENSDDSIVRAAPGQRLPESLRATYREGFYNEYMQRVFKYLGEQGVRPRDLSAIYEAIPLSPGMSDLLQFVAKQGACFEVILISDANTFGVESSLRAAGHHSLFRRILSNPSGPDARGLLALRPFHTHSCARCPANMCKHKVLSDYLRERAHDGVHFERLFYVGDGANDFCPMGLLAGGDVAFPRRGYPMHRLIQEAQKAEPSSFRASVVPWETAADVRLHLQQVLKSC
# IDE act: human IDE activators in live cells, primary screen, fluorescence polarization, HEK cells, FAbeta-B substrate; FAbeta-B cleavage; 0% vehicle, 100% cell-free pure enzyme wells; 340,000 tested, 0.073% active; Insulin-degrading enzyme (Homo sapiens), P14735; activation, % at 5.96 µM;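 active = activation above the mean of all tested compounds plus 3 SD, set per screening campaign, cut at about 17% in these data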
# PfM18AAP inh: PfM18AAP inhibitors, malaria aminopeptidase, primary screen, biochemical, QFRET, recombinant enzyme; M18 aspartyl aminopeptidase (Plasmodium falciparum 3D7); H-Glu-NHMec fluorogenic cleavage; inhibition, % at 7.35 µM; 290,000 tested, 1.2% active; AID 1822, 2009;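 active = inhibition above the campaign mean inhibition over all tested compounds plus 3 SD, cut at about 28% in these data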;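 note: 0% = plate median of test compound wells and 100% = 2 mM ZnCl2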
# NALP1 inh: NALP1 inflammasome inhibitors in reconstituted yeast, colorimetric, S. cerevisiae, triplicate retest; S. cerevisiae NALP1/ASC/caspase-1 growth, X-gal OD620, 72 h; inhibition, % at 10 µM; 280,000 tested, 0.61% active; AID 2071, 2009; in the data active = inhibition mostly above about 24%, no sharp cut-off; inactive = mostly below about 32%; note: some compounds called inactive have numbers as strong as hits
# IDE inh: human IDE inhibitors in live cells, primary screen, fluorescence polarization, HEK cells, FAbetaB substrate; 320,000 tested, 0.41% active; inhibition, % at 5.59 µM; Insulin-degrading enzyme (Homo sapiens), P14735; FAbetaB cleavage;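 active = percent inhibition above the average of all tested compounds plus 3 SD, set per screening campaign, cut at about 16% in these data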;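 note: IDE supplied by intact live HEK cells; FP after avidin binding of uncleaved biotin substrate so inhibition keeps polarization high; 0% = DMSO wells and 100% = 60 µM reference IDE inhibitor Ii1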
# GPR7 antag: GPR7 receptor antagonists, primary screen, cell-based, fluorescence, single concentration. Neuropeptides B/W receptor type 1 (Homo sapiens), P48145. GPR7-expressing cells, fluorescence antagonist assay. inhibition, % at 4.4 µM. 290,000 tested, 1.1% active; in the data active = inhibition above about 16%, passing the limit was not always enough;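 note: cells stimulated with the agonist NPW; 0% = agonist with vehicle and 100% = vehicle without agonist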
# Target sequence (P48145 whole entry, looked up): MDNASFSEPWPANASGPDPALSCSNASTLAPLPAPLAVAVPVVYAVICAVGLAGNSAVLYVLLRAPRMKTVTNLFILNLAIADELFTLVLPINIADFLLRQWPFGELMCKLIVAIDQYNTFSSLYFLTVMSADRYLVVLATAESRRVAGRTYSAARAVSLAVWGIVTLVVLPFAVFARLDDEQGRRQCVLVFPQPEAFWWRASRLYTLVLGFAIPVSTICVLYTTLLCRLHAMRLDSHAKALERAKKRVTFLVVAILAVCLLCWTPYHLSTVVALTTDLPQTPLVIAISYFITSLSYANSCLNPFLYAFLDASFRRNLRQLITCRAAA
# IMP-1 inh: IMP-1 metallo-beta-lactamase inhibitors, primary screen, biochemical, epi-absorbance readout, Pseudomonas aeruginosa enzyme; 290,000 tested, 0.45% active; purified IMP-1, nitrocefin hydrolysis, epi-absorbance fluorescence; metallo-beta-lactamase IMP-1 (Pseudomonas aeruginosa); inhibition, % at 5.6 µM;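 active = inhibition above the mean plus 3 SD of all compounds in the same screening run, cut at about 4.5% in these data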;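 note: 0% = IMP-1 with DMSO and 100% = DMSO wells lacking enzyme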
#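 System – purified recombinant IMP-1 beta-lactamase · Input – IMP-1 dispensed at 0.2 nM · Timing – 15 min preincubation plus 25 min reaction at 25 °C · Signal – Epi-absorbance fluorescence, 480 nm excitation, 530 nm emission · Measure – percent IMP-1 inhibition derived from blank-referenced optical density · Controls – Enzyme-plus-DMSO low control, enzyme-free DMSO high control · Replication – singlicate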
# pCIP destab: p/CIP-EGFP fusion destabilizers, primary screen, fluorescence, F442A cells; Q05BA5; AID 1984, 2009; decrease of EGFP signal, % at 10 µM; 16 h; 290,000 tested, 0.01% active;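 active = EGFP signal decrease of at least 30% at 10 µM or well 3 SD below plate mean, unless failing retest; inactive = the rest, including hits failing retest or dose response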; note: some compounds called inactive have numbers as strong as hits; many of its hits are not listed in these tables
# Starred values were filed as active, the others as inactive; . = not tested or not shown. Random draw from the library; 5.3% or so of the library scored in one or more.
VIM-2 inhibitor	PHOSPHO1 inh	IDE act	PfM18AAP inh	NALP1 inh	IDE inh	GPR7 antag	IMP-1 inh	pCIP destab	SMILES
-2.1	25	5	2	5	4	-15	-3.4	-5	CCN(CCO)C(=O)c1ccc2oc(Cc3ccc(Cl)cc3)nc2c1
-1.3	3	5	11	14	-2	6	-3.1	4	Cc1ccc(-c2nn(CC(=O)NCc3cc(-c4nn(C)c(=O)c5ccccc45)ccc3C)c(=O)c3ccccc23)cc1
1.9	16	.	-20	-14	-1	-2	-1.1	-17	CN(C)/C=C/C(=O)c1cnc(-c2ccc(Cl)cc2)s1
-0.4	24	1	-4	13	-7	-9	-0.6	3	N#CCc1ccc(NC(=O)Cn2c(=O)oc3ccccc32)cc1
-3.0	-20	2	8	16	6	5	-3.0	-2	COc1ccc(Cl)cc1NC(=O)CN(C(=O)c1ccco1)C1CCCCC1
-4.6	-5	-4	6	11	3	-4	-1.6	-7	N#Cc1cc(-c2ccccc2)nnc1Sc1ccccc1
1.0	45	-2	0	7	2	-14	-1.6	-5	C/C(=N/NC(=O)CSc1nc2ccccc2s1)c1ccncc1
-1.7	-2	4	2	13	4	18	-4.8	-17	O=C(Nc1ccc(N2CCN(C(=O)c3ccco3)CC2)c(Cl)c1)c1cc2ccccc2o1
-4.3	10	6	-3	-4	7	3	1.0	3	O=C(O)CCCN1C(=O)/C(=C\c2ccccc2OCc2ccccc2)SC1=S
-4.2	34	-3	4	0	-3	-7	-3.2	-9	NNC(=O)CNC(=O)C12CC3CC(CC(C3)C1)C2
-3.2	22	2	-9	8	2	3	-2.6	-8	CN(C(=O)c1nn(C)c2c1CSc1ccccc1-2)c1ccc(F)cc1
4.1	-1	2	-1	5	-1	-2	-0.9	2	Cc1nc2c(c(N3CCOCC3)n1)OCC(=O)N2
-0.6	-14	-2	19	3	-1	-6	-3.3	6	O=C(Nc1ccc2c(c1)OCO2)c1ccccc1SCC(=O)N1CCCC1
-0.7	24	1	6	2	11	-8	-2.2	3	Cc1cccc(N=Nc2c(O)[nH]c3ccc(F)cc23)c1
-2.9	-4	-2	11	6	-4	11	-3.2	-10	COC(=O)C1=C(C(=O)OC)SC2(S1)C(C(=O)OC)=C(C(=O)OC)SC1=C2c2cccc(C)c2NC1(C)C
-2.7	35	3	-2	5	3	-2	-1.8	-6	CN(Cc1ccon1)C(=O)CC1C(=O)NCCN1CC1CCCCC1 (stereo not drawn)
-0.3	-3	-3	-7	8	6	-4	-1.6	0	CCCCNC(=O)CSc1nc2cc3c(cc2c(=O)n1CCCN(CC)CC)OCO3
-3.8	-49	0	3	24	4	-2	-3.2	-20	CCCC1S/C(=N/N=C/c2ccco2)NC1=O (stereo not drawn)
-3.3	16	3	7	10	4	-13	-2.4	-10	CCS(=O)(=O)N1Cc2ccccc2CC1C(=O)N1CCN(c2cccc(C)c2C)CC1 (stereo not drawn)
-2.3	-20	2	-3	0	2	-7	-0.6	8	COc1cccc(C(=O)COC(=O)CCC(=O)NC2CCCCC2)c1
0.0	4	-1	-2	11	1	-5	-2.8	5	NC(=O)CSc1ccc(-c2ccc(F)cc2)nn1
-2.9	23	1	-7	15	4	-10	-1.1	2	O=C(O)C1CC=C(Cl)CC1C(=O)NC1CCCCC1 (stereo not drawn)
-4.4	0	-3	24	.	-1	-5	-1.9	-8	O=C(O)Cc1sc(Nc2ccccc2)nc1-c1cccs1
-0.5	6	3	-9	-1	-3	2	-0.7	6	CCN1CN(Cc2ccco2)CNC1=S
-0.2	-160	-18	-1	-8	11	-6	-0.8	-2	Cc1ccc(S[C@@H](CCN2CC[C@H](O)CCC2=O)c2ccccc2)cc1
-6.4	-13	4	2	9	-2	-5	-2.2	-4	O=C(CCn1cccc1)Nc1ccc(OC(F)(F)F)cc1
-5.8	20	7	-3	5	3	-2	-3.4	0	COc1cccc(CNC(=O)CCC2CCCN(C(=O)c3cc(C)on3)C2)c1 (stereo not drawn)
-2.9	11	-2	46*	15	1	9	0.1	-4	CCN1/C(=C/C(=O)c2ccco2)Sc2ccccc21
-3.5	-13	4	-8	1	5	-11	-2.7	-12	COc1ccccc1C1C(C(C)=O)=C(C)N=c2s/c(=C\c3cc(OC)c(OC)c(OC)c3)c(=O)n21 (stereo not drawn)
10*	3	5	-9	1	-3	-10	-5.4	-4	CCCN(CCC)CCNC(=O)c1cc2c(C)nc3ccccc3c2o1
0.3	30	4	-13	14	2	-14	-1.0	5	Cc1ccc2cn[nH]c2c1[N+](=O)[O-]
-1.1	37	0	2	.	8	-11	-3.8	0	COCCNc1nc(-c2ccccc2)nc2c1oc1ccccc12
-4.7	18	1	5	-5	-3	-7	-4.7	-2	Cn1c(CSc2nnc(SCc3ccccc3)s2)nc2ccccc21
-1.3	21	-2	12	-1	1	-8	-3.2	-20	COc1ccc(-c2nc3ccc(N4CCCC4)cc3c(=O)[nH]2)cc1OC
-1.4	-10	2	2	38	-6	-6	-2.8	-11	O=C1c2ccccc2C(=O)N1CCCC(=O)N1CCCc2ccccc21
-2.7	-15	1	0	22	-5	1	-2.7	-14	CCOC(=O)c1cc(=O)c2ccc(OCc3ccccc3)cc2o1
-2.2	11	1	-1	20	1	3	-2.0	-16	COc1cc(/C=C/C(=O)Nc2nc3ccc(S(=O)(=O)NC(C)C)cc3s2)cc(OC)c1OC
0.9	14	4	7	28	3	24*	-0.8	-15	COc1cccc(NC(=O)c2nnn(Cc3ccc(Br)cc3F)c2N)c1
0.8	-1	7	2	35	5	-3	-1.3	8	CC(C)CNc1oc(-c2ccco2)nc1C#N
-3.1	6	4	9	21	0	21	-3.3	-15	Cc1cc(C(=O)OCC(=O)N2CC(=O)Nc3ccccc32)c(C)n1-c1ccccc1
2.3	-2	10	-8	0	5	13	-2.6	-17	Cc1[nH]c2ccccc2c1C(=O)COC(=O)C1CC(=O)N(Cc2ccccc2)C1 (stereo not drawn)
2.2	28	-2	-17	8	2	5	-0.2	-8	CCn1cc(C(=O)OCC(=O)Nc2ccc(S(=O)(=O)N3CCCC3)cc2)c(=O)c2ccc(C)nc21
-1.1	-14	-1	-1	2	2	4	-2.6	-9	COc1cc(C)c(S(=O)(=O)NCc2ccc3c(c2)OCO3)cc1C
-1.6	7	7	-1	33	3	-4	-1.9	-3	Cc1ccc(CSCCNC(=O)c2cccc([N+](=O)[O-])c2)cc1
-1.6	28	-3	-13	17	2	4	-0.1	3	Nc1nc(SCc2ccc(Br)cc2)n[nH]1
-1.5	18	-1	-9	28	-1	-4	-0.2	-18	CC(=O)c1ccc(OCC(O)CN2CCc3ccccc3C2)cc1 (stereo not drawn)
-0.8	26	1	-1	21	0	3	-2.2	-7	C=CCn1c(SCC(=O)Nc2nnc(CC)s2)nnc1-c1cccnc1
.	39	8	.	.	-1	.	.	-13	CCCN1CCC(=O)N([C@H](CSc2ccc(C)cc2)c2ccccc2)CC1
-2.6	7	-1	1	-5	6	3	-3.6	-1	Cc1[nH]c(=O)c(C#N)c(C)c1Br
-0.5	-32	-2	-3	-4	3	3	-1.2	0	O=c1cc[nH]c2ccc([N+](=O)[O-])cc12

# The listing continues.
VIM-2 inhibitor	PHOSPHO1 inh	IDE act	PfM18AAP inh	NALP1 inh	IDE inh	GPR7 antag	IMP-1 inh	pCIP destab	SMILES
-3.4	52	.	4	9	1	-10	-2.1	-6	CC(=O)NC[C@H]1CN(c2ccc(N3CCOCC3)c(F)c2)C(=O)O1
-2.2	24	2	1	14	-1	-3	-0.4	-5	CN(C)CCCN(C(=O)c1ccc(S(=O)(=O)N2CCc3ccccc3C2)cc1)c1nc2c(F)cccc2s1
-4.3	18	4	4	16	4	-1	-1.2	2	COc1ccc(N2CCN(C(=O)c3oc4ccccc4c3NC(=O)Cc3ccc(OC)c(OC)c3)CC2)cc1
3.0	18	-4	-2	14	-1	11	-0.3	-10	COc1cccc2cc(C(=O)OC(C)C(=O)c3ccc(C)cc3)c(=O)oc12 (stereo not drawn)
-2.0	-8	9	-1	-1	4	2	-0.3	-14	NC(=O)CSc1nnc(Cc2ccc3c(c2)OCO3)n1C1CCCCC1
-2.4	.	0	2	-9	3	8	-1.1	-10	O=C(CCC1CCCC1)NCCCNC(=O)CCC1CCCC1
-2.2	38	1	-4	.	-15	-5	-0.7	-4	CCN(CC)S(=O)(=O)c1cc(NC(=O)C2Cc3ccccc3C(=O)O2)ccc1C (stereo not drawn)
-2.6	52	3	6	-1	5	-9	-2.9	-1	Cc1cc(=O)oc(C)c1C(=O)N[C@@H](Cc1ccccc1)C(=O)O
-5.0	28	0	1	17	-7	-12	-3.9	2	O=C(C1CC(=O)N(c2ccc3c(c2)OCCO3)C1)N1CCN(c2ccccc2)CC1 (stereo not drawn)
0.4	-7	1	3	-8	2	-19	-1.4	5	O=C(N/N=C/c1cn(-c2ccccc2)nc1-c1cccnc1)c1ccccc1
1.4	12	-3	-8	22	-1	-2	-1.0	3	CCCSc1nnc(N)s1
-3.5	-6	-1	-1	-27	7	-20	-3.2	-5	N#CCCN1CCN(Cn2c3ccccc3c3ccccc32)CC1
-3.8	16	-2	-3	12	7	-2	-3.4	-6	COc1cc(OC)c(C2N(c3ccc(Cl)c(Cl)c3)C(=O)C3CCCN32)cc1OC (stereo not drawn)
-2.1	39	.	-3	-9	-1	-12	-2.3	-10	CC(Sc1nc2c(cc1C#N)CCCCC2)C(=O)O (stereo not drawn)
.	40	4	.	.	-8	.	.	0	COc1c(O)cc2oc(-c3ccc(O)c(O)c3)cc(=O)c2c1O
2.3	-1	3	-3	21	7	6	-1.6	-4	COc1ccc(Oc2ccc(N/C=C3\CCCC3=O)cc2)cc1
-0.8	-7	-1	6	21	-2	-4	-1.4	-14	COCCNC(=O)NC(=O)COC(=O)Cc1ccc2c(c1)OCCO2
-3.6	36	-3	5	2	-2	-14	-2.5	-16	Cc1ccc(-n2nc3c(=O)n(CC(=O)NCCc4ccco4)nc(C)c3c2C)cc1

# 4 neighbouring entries from above:
VIM-2 inhibitor	PHOSPHO1 inh	IDE act	PfM18AAP inh	NALP1 inh	IDE inh	GPR7 antag	IMP-1 inh	pCIP destab	SMILES
0.9	14	4	7	28	3	24*	-0.8	-15	COc1cccc(NC(=O)c2nnn(Cc3ccc(Br)cc3F)c2N)c1
0.8	-1	7	2	35	5	-3	-1.3	8	CC(C)CNc1oc(-c2ccco2)nc1C#N
-3.1	6	4	9	21	0	21	-3.3	-15	Cc1cc(C(=O)OCC(=O)N2CC(=O)Nc3ccccc32)c(C)n1-c1ccccc1
2.3	-2	10	-8	0	5	13	-2.6	-17	Cc1[nH]c2ccccc2c1C(=O)COC(=O)C1CC(=O)N(Cc2ccccc2)C1 (stereo not drawn)

# Screens (PubChem BioAssay)
